CRFR2-BP antag = blocks CRF-induced signaling of the CRF-BP/CRF-R2 complex; HEK293 CRF-R2/CRF-BP, CRF-induced calcium fluorescence; inhibition, % at 11.8 µM; hit rate 0.59% among 350,000; AID 588475;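 active = inhibition of the ligand-induced calcium signal above about 50% at the single tested concentration, limit read from the data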
GalR3 antagonist = human GalR3 antagonism | hit rate 0.44% among 360,000 | HEK293 GalR3-CNG cAMP membrane potential fluorescence; galR3 body fused to GalR1 C-terminus | inhibition, % at 3 µM;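 active = inhibition above the screen-wide average plus 3 SD, cut at about 13% in these data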;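 also: forskolin and galanin both at EC90 stimulate the cells; cAMP rise reported by CNG channel membrane potential dye signal; 0% = forskolin plus galanin with DMSO and 100% = forskolin alone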
Target sequence (O60755 1-299 limits assumed): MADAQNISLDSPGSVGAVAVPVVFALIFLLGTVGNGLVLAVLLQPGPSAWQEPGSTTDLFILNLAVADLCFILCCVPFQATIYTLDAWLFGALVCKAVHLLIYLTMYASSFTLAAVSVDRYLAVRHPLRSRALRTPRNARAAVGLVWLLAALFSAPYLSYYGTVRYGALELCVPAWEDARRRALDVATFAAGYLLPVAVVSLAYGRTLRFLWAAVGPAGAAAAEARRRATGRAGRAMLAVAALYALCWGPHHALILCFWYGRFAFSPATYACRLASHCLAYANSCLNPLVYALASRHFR
DNA FID counter = counter-screen for HCV NS3 helicase inhibitors: DNA intercalator displacement; DNA fluorescent intercalator displacement, fluorescence; inhibition, % at 7.9 µM; hit rate 0.17% among 290,000; in the data active = inhibition above about 37%;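 also: 0% = vehicle and 100% = reference compound; higher means more ethidium bromide displaced from hairpin DNA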
MEKK3 PB1 HTS = raises or lowers MEK5 binding to the human MEKK3 PB1 domain | bead-based flow cytometry, Alexa488-MEK5 binding to MEKK3; actives lie on both sides; 0 = blocked by unlabeled MEK5, 100 = vehicle | binding response (% of control), % at 10 µM | hit rate 1.4% among 290,000 | Q99759;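 active = binding response more than 3 SD above or below the average of its plate-row segment, actives on both sides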;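 also: Alexa488 bead fluorescence after subtracting the streptavidin-only scavenger bead signal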
Target sequence (Q99759 whole entry, looked up, the tested form may be a part): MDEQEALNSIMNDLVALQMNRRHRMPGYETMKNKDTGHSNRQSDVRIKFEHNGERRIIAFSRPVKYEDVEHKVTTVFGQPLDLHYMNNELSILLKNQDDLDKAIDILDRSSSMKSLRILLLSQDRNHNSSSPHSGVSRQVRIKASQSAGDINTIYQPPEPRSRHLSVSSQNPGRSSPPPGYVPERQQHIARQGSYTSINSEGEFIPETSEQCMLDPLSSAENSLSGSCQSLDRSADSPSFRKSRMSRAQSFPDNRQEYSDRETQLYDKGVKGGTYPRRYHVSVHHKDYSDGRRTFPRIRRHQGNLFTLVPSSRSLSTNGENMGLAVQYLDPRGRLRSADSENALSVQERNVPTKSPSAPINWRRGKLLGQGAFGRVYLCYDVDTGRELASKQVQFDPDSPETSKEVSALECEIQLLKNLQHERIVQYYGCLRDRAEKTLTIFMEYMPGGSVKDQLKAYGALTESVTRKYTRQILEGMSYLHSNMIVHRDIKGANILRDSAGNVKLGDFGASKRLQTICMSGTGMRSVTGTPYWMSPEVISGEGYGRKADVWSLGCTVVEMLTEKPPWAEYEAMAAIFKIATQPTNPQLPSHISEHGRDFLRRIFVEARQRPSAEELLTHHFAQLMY
NS3 helicase inh = blocks Hepatitis C virus NS3 helicase unwinding | NS3 helicase DNA unwinding, Cy5 molecular beacon fluorescence | inhibition, % at 10.9 µM | hit rate 0.56% among 290,000 | AID 1800;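 active = inhibition above the mean of all tested compounds plus 3 SD, set per campaign, cut at about 35% in these data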;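 also: 0% = DMSO wells and 100% = thioflavine S control wells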
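System: NS3 helicase fragment of HCV / Schedule: 1 h at 25 °C / Control set: DMSO alone as 0% and 110 µM thioflavine S as 100% / Reagent: Cy5/quencher beacon DNA duplex and ATP to start / Technique: Cy5 fluorescence / Replication: singlicate / Evaluation: % inhibition of end-to-start signal ratio versus controls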
MEKK2mut PB1 HTS = signal of MEK5 binding to mutant human MEKK2 PB1 domain | bead flow cytometry, Alexa488-MEK5 binding to MEKK2 mutant | percent response, % at 10 µM | hit rate 0.35% among 290,000 | AID 1530; in the data active = percent response above about 24%, passing the limit was not always enough; also: inactives centre near 1; some results filed as inactive read as strong as hits
UBC9 SUMO inh = inhibitors of human SUMOylation (UBC9); HTRF SUMOylation assay, SAE1/SAE2 + UBC9, in vitro; hit rate 0.36% among 290,000; AID 2006; inhibition, % at 35 µM; in the data active = inhibition above about 50%, passing the limit was not always enough; also: strong numbers were not always called active
Target sequence (P63279 whole entry, looked up): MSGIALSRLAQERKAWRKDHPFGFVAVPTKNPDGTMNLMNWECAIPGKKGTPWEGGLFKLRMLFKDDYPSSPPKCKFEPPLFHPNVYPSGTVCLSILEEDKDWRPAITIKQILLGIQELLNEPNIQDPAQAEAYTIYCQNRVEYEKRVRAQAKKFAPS
MEKK2wt PB1 HTS = raises or lowers MEK5 binding to wildtype human MEKK2 PB1 domain | Q9Y2U5 | bead flow cytometry, Alexa488-MEK5 binding to MEKK2 WT; actives lie on both sides | binding response (% of control), % at 10 µM | hit rate 1.1% among 290,000 | AID 1531; in the data active = binding response below about 67% or above about 130%
CRFBP-R2 agonist = CRF-BP/CRF-R2 complex agonism; HEK293 CRF-R2/CRF-BP, calcium dye fluorescence (FLIPR); percent of saturating CRF peptide response; activation, % at 13.2 µM; AID 588473; hit rate 0.46% among 350,000;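 active = activation of at least 50%, plus an integration ratio under a set limit after plate pattern correction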;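 also: plate controls were neutral control wells without compound for no effect and CRF at EC100 for full effect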
Starred values were filed as active, the others as inactive; . = not tested or not shown; [ ] = another dose, or the depositor's remark. Some of the compounds tested (hit frequency here may not be typical).

Start of the listing, in advance, two compounds:
SMILES | CRFR2-BP antag | GalR3 antagonist | DNA FID counter | MEKK3 PB1 HTS | NS3 helicase inh | MEKK2mut PB1 HTS | UBC9 SUMO inh | MEKK2wt PB1 HTS | CRFBP-R2 agonist
O=C(OCc1cc2ccccc2[nH]c1=O)c1ccc([N+](=O)[O-])cc1 | -5 | -5 | 4 | 96 | 3 | 0 | 22 | 93 | 1.0
N#C/C(=C\c1cccc(Oc2ccc(C(F)(F)F)cc2[N+](=O)[O-])c1)c1nc2ccccc2[nH]1 | -34 | -4 | 10 | 109 | 6 | 4 | 0 | 106 | 0.2

Results, repeating the preview:
SMILES | CRFR2-BP antag | GalR3 antagonist | DNA FID counter | MEKK3 PB1 HTS | NS3 helicase inh | MEKK2mut PB1 HTS | UBC9 SUMO inh | MEKK2wt PB1 HTS | CRFBP-R2 agonist
O=C(OCc1cc2ccccc2[nH]c1=O)c1ccc([N+](=O)[O-])cc1 | -5 | -5 | 4 | 96 | 3 | 0 | 22 | 93 | 1.0
N#C/C(=C\c1cccc(Oc2ccc(C(F)(F)F)cc2[N+](=O)[O-])c1)c1nc2ccccc2[nH]1 | -34 | -4 | 10 | 109 | 6 | 4 | 0 | 106 | 0.2
CCOc1ccc(/C=N/NC(=O)CN2CCSCC2)cc1 | 2 | 0 | 2 | 91 | -4 | -4 | 13 | 93 | 0.2
Cc1ccccc1NC(=O)C(=O)NC(C)CCc1ccccc1 (centres undefined) | 18 | -2 | -6 | 97 | -16 | -1 | 11 | 100 | -0.8
CCC(C)C1C(C#N)=C(N)Oc2n[nH]c(C)c21 (centres undefined) | 2 | -4 | -2 | 106 | 2 | 18 | -5 | 114 | -1.3
Cc1cccc(N2C(=S)NC3c4ccccc4OC2(C)C3C(=O)N(C)C)c1 (centres undefined) | -18 | -1 | -30 | 100 | -2 | -7 | -5 | 102 | -1.4
Cc1ccc(/C=C2/NC(=O)[C@H](C)NC2=O)cc1 | -3 | -5 | -5 | 101 | -6 | 5 | 7 | 105 | 3.2
O=C(CCN1C(=O)C2C3C=CC(C3)C2C1=O)N1CCN(c2ccccc2Cl)CC1 (centres undefined) | 17 | -4 | -13 | 102 | 9 | 7 | -2 | 105 | -3.2
COC(=O)c1ccc(NC(=O)c2cn(-c3ccccc3)nc2-c2ccncc2)cc1 | -5 | -1 | -9 | 100 | 1 | 0 | 12 | 112 | 0.0
O=C(CCc1nc2ccccc2s1)Nc1ccccc1 | 9 | 0 | -6 | 99 | 3 | 12 | -3 | 103 | -1.0
Cc1occc1C(=O)Nc1ccc2ccccc2c1 | -10 | 3 | 6 | 100 | 4 | 3 | 10 | 99 | 1.5
COc1nc(-c2ccc(C)cc2)ccc1-c1noc(-c2ccco2)n1 | -23 | -1 | -2 | 101 | 40* | -2 | 0 | 100 | 3.7
CCCC(=O)Nc1nnc(S(=O)(=O)N2CCCCCC2)s1 | -1 | 4 | -14 | 95 | 9 | -7 | -4 | 90 | -0.5
Cc1ccc(C(=O)N2CCCC2)cc1S(=O)(=O)Nc1ccccc1 | 6 | -2 | -15 | 113 | 1 | 12 | -10 | 111 | -0.8
CCCCCNc1nc(-c2ccccc2)nc(-n2ccnc2)n1 | -1 | -4 | -7 | 102 | -2 | -9 | -6 | 91 | -0.4
COc1cc(CN2CCc3ccc(NC(=O)CCc4ccccc4OC)cc3C2)ccc1O | -8 | -5 | 13 | 100 | -56 | 6 | 16 | 122 | 0.0
O=C(CSc1ccc(F)cc1)NCCSc1ccccc1 | 2 | -3 | -17 | 105 | 6 | -10 | 12 | 98 | 0.4
CN1CCN(C(=S)NC(=O)/C=C/c2cccs2)CC1 | 3 | -4 | -4 | 102 | 17 | 5 | 5 | 98 | 0.9
O=C(CCCn1nnnc1CN1CCOCC1)N1CCC(c2ccccc2F)C1 (centres undefined) | -7 | -8 | -18 | 98 | -9 | -6 | 13 | 97 | 3.0
COC(=O)c1ccccc1OCC(=O)N1CCN(c2ccc(Cl)cc2)CC1 | 6 | -5 | -6 | 111 | 0 | 4 | 13 | 109 | -0.9
Cc1ncc(CO)c2cc(C(N)=O)c(=Nc3ccccc3)oc12 | -12 | -3 | 1 | 106 | -5 | 5 | 29 | 109 | -1.9
O=S(=O)(c1ccccc1)N1CCC2(CC1)CO2 | 7 | -2 | 0 | 101 | -9 | 6 | 13 | 101 | -1.4
CCc1ccc(C(C(=O)NCCOC)N(C(=O)Cn2nnc3ccccc32)c2cccnc2)cc1 (centres undefined) | -8 | -3 | -22 | 2.0*[inhibitor] | 7 | 5 | -11 | 2.0*[inhibitor] | -0.8
Cc1ccc(S(=O)(=O)N2CCOCC2)cc1N/N=C(\C#N)c1nc2ccccc2[nH]1 | -5 | -6 | -11 | 109 | 5 | 12 | -7 | 82 | 0.5
O=c1cc(Nc2ccc3c(c2)OCCO3)[nH]c(=O)n1-c1ccc(Br)cc1 | 13 | -13 | 2 | 105 | -2 | 4 | 2 | 106 | -0.4
Cc1nnc(SCC(=O)N2CCOCC2)[nH]c1=O | 6 | -3 | 1 | 95 | 9 | 2 | -1 | 99 | -3.5
Cc1c(/C=N\NC(=O)c2cc3ccccc3o2)c2ccccc2n1C | 8 | -3 | -19 | 85 | -21 | -15 | 10 | 84 | -2.4
CC(C)(C)n1nnnc1C(c1ccc(F)cc1)N(Cc1ccc(F)cc1)Cc1ccco1 (centres undefined) | -33 | -4 | -16 | 94 | 14 | -3 | -15 | 88 | -0.6
COc1ccc(N2CCN(Cc3nc4ccsc4c(=O)[nH]3)CC2)cc1 | 10 | -6 | -7 | 100 | 2 | 0 | 1 | 97 | -4.5
COc1cccc(CNC(=O)CSc2nnc3c(n2)[nH]c2ccc(F)cc23)c1 | 2 | -6 | -5 | 102 | 12 | 7 | 2 | 99 | -1.0
O=C1C2CCCCN2C(=O)N1CCCCN1CCN(c2cccc(Cl)c2)CC1 (centres undefined) | 4 | -10 | 0 | 109 | 16 | 11 | 1 | 103 | -0.7
O=C(NCCN1CCN(c2cccc(Cl)c2)CC1)c1ccc(CSc2nc3ccncc3[nH]2)cc1 | -24 | -4 | 16 | 101 | -38 | 17 | -23 | 124 | 1.2
C/C(=N\NC(=O)C(=O)Nc1ccc(C)c(Cl)c1)c1ccncc1 | 3 | 1 | -5 | 112 | -1 | -1 | -4 | 99 | -2.9
O=C(CSc1ncnc2sc3c(c12)CCC3)N1CCOCC1 | -2 | -9 | -15 | 101 | 7 | 11 | 23 | 112 | 0.1
COc1ccc(Cc2nc(-c3ccc(-n4cccc4)cc3)no2)cc1OC | 9 | 1 | -14 | 96 | 14 | -1 | -10 | 102 | 3.1
Brc1ccc(-c2noc(-c3ccccc3)n2)o1 | -2 | -3 | -2 | 116 | 8 | 16 | 5 | 114 | 0.4
CN(C)S(=O)(=O)c1cccc(NC(=O)c2cncc(Br)c2)c1 | 31 | -4 | 1 | 103 | -5 | -2 | 6 | 106 | 0.7
Cc1ccc2nc(C3CCCN(C(=S)Nc4cccc(C)c4C)C3)[nH]c2c1 (centres undefined) | -9 | -1 | -1 | 104 | 5 | 2 | 6 | 100 | 0.4
CCOC(=O)CC(=O)CSC1=C(C#N)C(c2ccccc2OC)CC(=O)N1 (centres undefined) | 1 | -1 | -13 | 102 | -5 | 10 | 9 | 103 | 0.0
CC(/C=N/n1c(-c2cccnc2)n[nH]c1=S)=C\c1ccccc1 | -21 | -3 | -6 | 102 | -1 | 4 | -8 | 103 | -3.2
Cc1nn(C)c(Oc2cccc(Cl)c2)c1C(=O)Nc1ccc(F)cc1 | 13 | -9 | -28 | 100 | 7 | 3 | -40 | 101 | -7.7
O=C(CN1C(=O)C2CC=CCC2C1=O)Nc1ccc(S(=O)(=O)N2CCOCC2)cc1 (centres undefined) | 6 | -5 | 7 | 92 | 5 | -3 | 3 | 93 | -1.0
COC(CNC(=O)C1CCN(S(=O)(=O)c2cccc3nsnc23)CC1)OC | -8 | -11 | 2 | 98 | 2 | -4 | -1 | 97 | 4.0
COc1ccccc1NC(=O)CCc1c(C)[nH]c(=O)c(C#N)c1C | -5 | 3 | 1 | 98 | -1 | 2 | -13 | 98 | -1.1
O=C(NN=C1CCCCCCC1)c1ccc2ccccc2n1 | 23 | 3 | -8 | 96 | -5 | -1 | -15 | 96 | -0.3
CCOC(=O)c1sc2ccc(S(=O)(=O)N3CC(C)CC(C)C3)cc2c1N (centres undefined) | -10 | 2 | -3 | 102 | 6 | 0 | 18 | 103 | -1.9
COc1cc2c3c(c1OC)C1(C=CC(=NO)C=C1)CC3N(C(C)=O)CC2 (centres undefined) | -4 | -1 | -7 | 103 | -1 | 3 | -8 | 103 | 1.7
N#Cc1c(C(F)(F)F)cc(C2CC2)nc1N1CCCC1 | 10 | -2 | 3 | 106 | 6 | -1 | 16 | 103 | 1.0
Cc1cccc(N2CCN(C(=O)c3cc(S(=O)(=O)N4CCOCC4)cn3C)CC2)c1C | 14 | . | -45 | 100 | -18 | 3 | 4 | 99 | -2.2
Cc1cc(C)cc(N(CC(=O)NC2CCCC2)C(=O)CCC(=O)Nc2nc(C)cs2)c1 | -36 | -4 | -47 | 102 | 0 | 2 | -5 | 97 | 5.8
O=C(O)CC(NC(=O)C12CC3CC(CC(C3)C1)C2)c1ccc(Cl)cc1 (centres undefined) | 0 | -8 | -27 | 104 | 2 | 15 | 5 | 108 | -2.5
Cc1cc(C)nc(S/C=C/C(=O)c2ccccc2F)n1 | -10 | 0 | -7 | 105 | -15 | 4 | 17 | 107 | 5.0
O=C1CCCN1CCC(=O)N1CCCC(CO)(Cc2ccccc2)C1 (centres undefined) | -5 | -9 | -20 | 105 | 10 | 2 | 14 | 101 | 1.9
Cc1cnnc2c1-c1no[n+]([O-])c1CC2 | 4 | 2 | 0 | 107 | 2 | -3 | 1 | 110 | -0.5
COc1ccc(C(C[N+](=O)[O-])c2c(-c3ccccc3)cc3ccccn23)cc1OC (centres undefined) | -50 | -3 | -7 | . | 0 | . | -16 | . | 4.8
CCOC(=O)C1CCN(CCC(=O)Nc2cccc(C)c2)CC1 | -8 | 5 | 2 | 88 | -7 | -5 | 17 | 92 | 0.3
COCCOC(=O)c1c(C)n(C)c2ccc(OC(=O)c3ccccc3F)cc12 | -9 | -8 | -28 | 102 | -20 | -1 | -11 | 100 | 0.2
CCn1c(CNc2ccccc2Cl)nnc1SCCN1CCCCC1 | -2 | -7 | 7 | 98 | -1 | 1 | 3 | 103 | 2.1
CCOC(=O)CN1C(=O)N(c2ccccc2OC)S(=O)(=O)c2ccccc21 | 5 | -13 | -21 | 106 | 4 | 9 | 20 | 111 | 1.6
COc1cc(NC(=O)c2cc(-n3cnnc3)ccc2Cl)cc(OC)c1 | 12 | 0 | 0 | 85 | 12 | -7 | 2 | 92 | -0.8
Next section
SMILES | CRFR2-BP antag | GalR3 antagonist | DNA FID counter | MEKK3 PB1 HTS | NS3 helicase inh | MEKK2mut PB1 HTS | UBC9 SUMO inh | MEKK2wt PB1 HTS | CRFBP-R2 agonist
Cc1ccc(CN2CCC(n3nccc3NC(=O)c3ccccc3C)CC2)o1 | -13 | -3 | 9 | 102 | 6 | -1 | -8 | 104 | -1.8
Cc1ccccc1NC(=O)Cn1c(=O)n(C)c2ccccc21 | -1 | -3 | -7 | 100 | -1 | -4 | 21 | 98 | -1.4
Cc1cc(C(F)(F)F)n2[nH]c(=O)c(N=Nc3ccccc3)c2n1 | 11 | 1 | -2 | 98 | 29 | 0 | -3 | 98 | -2.5
COc1ccc(OC)c(Nc2nc(N(C)c3ccccc3)nc(N)c2[N+](=O)[O-])c1 | -7 | -6 | -10 | 105 | -5 | 1 | 9 | 103 | -0.8
